FEN1 inhibitor: blocks human flap endonuclease 1; P39748; Recombinant FEN1 flap cleavage, fluorescence, 15 min; Potency, µM (series often up to 114 µM), for inactives: top-dose activity change, negative = inhibition, hits mostly inhibitors; hit rate 0.35% among 390,000; AID 588795; also: nearly all actives have a fitted effect of over 65% in size
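Compounds are tested as a concentration series against 10 nM FEN1; after a 15 min room-temperature preincubation, 50 nM substrate starts cleavage, with plate reads at 0 and 15 min. Normalized responses are fitted by a Hill equation.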
TDP1 cell CPT: growth inhibition of DT40 Tdp1-/-;hTDP1 cells with camptothecin (screen for TDP1 inhibitors); chicken DT40 Tdp1-/-;hTDP1 cells + 20 nM CPT, ATP luminescence, 48 h; Potency, µM (doses to about 46.2 µM), for the others: top-dose activity change, negative = growth inhibition, most hits filed as inhibitors; hit rate 12% among 420,000; AID 686979; also: nearly all actives have a fitted effect of over 55% in size
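Chicken DT40 Tdp1-/- cells stably complemented with human TDP1 were seeded at 400 cells/well in medium containing 20 nM camptothecin, exposed to pin-transferred compounds, and grown at 37 °C for at least 48 hr. Viability was read as ATP luminescence.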
GCN5L2 inh: blocks human GCN5L2 histone acetyltransferase | Q92830 | GCN5L2 HAT assay, ThioGlo1 CoA-SH fluorescence | Potency, µM (top dose mostly 58.9 µM), for inactives: at the highest dose activity change, negative = inhibition, hits mostly inhibitors | hit rate 0.21% among 390,000 | AID 504327
Target sequence (Q92830 whole entry, looked up): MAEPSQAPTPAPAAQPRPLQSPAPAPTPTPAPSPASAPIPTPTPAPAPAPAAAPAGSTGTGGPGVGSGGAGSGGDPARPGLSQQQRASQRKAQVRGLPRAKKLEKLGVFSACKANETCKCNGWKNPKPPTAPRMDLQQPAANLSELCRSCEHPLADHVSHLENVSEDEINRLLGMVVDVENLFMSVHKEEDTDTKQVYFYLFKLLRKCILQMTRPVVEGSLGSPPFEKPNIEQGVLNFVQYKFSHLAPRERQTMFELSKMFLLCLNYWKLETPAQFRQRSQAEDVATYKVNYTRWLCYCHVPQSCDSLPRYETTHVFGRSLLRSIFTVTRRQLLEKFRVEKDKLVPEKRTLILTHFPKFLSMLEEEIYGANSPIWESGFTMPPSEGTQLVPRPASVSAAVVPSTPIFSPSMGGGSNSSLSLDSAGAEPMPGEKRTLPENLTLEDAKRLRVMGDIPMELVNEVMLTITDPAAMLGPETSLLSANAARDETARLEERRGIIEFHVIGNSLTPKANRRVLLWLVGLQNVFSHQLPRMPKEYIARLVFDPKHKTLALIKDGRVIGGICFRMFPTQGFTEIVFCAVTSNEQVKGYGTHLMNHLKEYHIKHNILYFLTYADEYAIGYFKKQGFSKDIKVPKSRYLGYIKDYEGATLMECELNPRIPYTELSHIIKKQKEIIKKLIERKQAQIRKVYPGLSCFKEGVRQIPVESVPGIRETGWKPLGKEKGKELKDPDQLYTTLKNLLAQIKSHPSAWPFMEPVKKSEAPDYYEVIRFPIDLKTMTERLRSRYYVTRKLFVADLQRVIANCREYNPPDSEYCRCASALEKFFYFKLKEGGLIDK
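Free CoA generated was detected with ThioGlo1 (50uM) fluorescence at Ex340nm/Em540nm, read immediately and after 20 min at room temperature. Enzyme, 20 nM in HEPES pH 7.5 buffer, saw compounds 15 min before adding 75uM H3(1-25) peptide and 70uM acetyl-CoA.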
* hit, by the source's call; ? = inconclusive; . = no result given; & = joins results of further samples; [ ] = dose if it differs, or a comment. Calls follow the shape of the dose curve; as a rule, active = well fitted curve in the direction sought with a large enough effect; inconclusive = small, poorly fitted or top-dose-only effect, or another doubt; inactive = no such curve, though single readings can be large; an effect the other way counts as inactive or inconclusive. % is scaled to controls: 0 for no effect and ±100 for the full control effect; potency is read from the fitted curve at half-maximal effect. A portion of the library; rates above refer to the full screens.

Compound,FEN1 inhibitor,TDP1 cell CPT,GCN5L2 inh
O=C(COC(=O)C1CCC(=O)N1)Nc1ccccc1Br (stereo unspecified),-2%,?,1%
COc1ccc(-c2nnc(N)s2)cc1OC,-11%,-4%,.
Cc1cc(C)c(S(=O)(=O)N(C)CC(=O)NCCCn2ccnc2)c(C)c1,-4%,-12%,-1%
Nc1ccc(S(=O)(=O)NN=CC=Cc2ccccc2[N+](=O)[O-])cc1,9%,?,.
CN(CC(=O)NCCc1ccccc1)S(=O)(=O)c1cnc[nH]1,7%,-4%,-5%
Cc1cc(C)n(-c2nnc(C)n2/N=C/c2ccccc2O)n1,0%,2%,-4%
OCCN1CCN(c2ncnc3sc4c(c23)CCCC4)CC1,-17%,?,2%
CCOC(=O)Cn1c(CN2CCc3ccccc3C2)nc2c1c(=O)n(C)c(=O)n2C,-2%,4.1µM*,-8%
CCO[C@H]1OC(C(=O)NCc2nc3ccccc3[nH]2)=C[C@@H](c2ccc(Br)cc2)[C@@H]1CCCO,-19%,?,.
O=C(NCc1ccccc1)c1ccc2oc(=O)n(Cc3ccccc3)c2c1,-4%,?,-9%
O=C(NCCCCNC(=O)c1cccnc1Cl)c1cccnc1Cl,-7%,10%,-4%
CCOC(=O)c1sc2nc(CSc3ccccc3)nc(N3CCC(C(N)=O)CC3)c2c1C,-20%,?,-19%
O=C(CNC(=O)c1ccccc1)Nc1ccsc1C(=O)O,-17%,-28%,-6%
COc1ccccc1N1CCN(C(=O)CN2C(=O)COc3ccc(S(=O)(=O)N4CCCC4)cc32)CC1,46%[activator],.,-8%
CC(=O)Nc1cc[n+](C(C)C(=O)c2ccc(Cl)cc2)cc1 (stereo unspecified),3%,16µM*,-8%
COc1cc(C(=O)N2CCN(c3cccc(C)c3C)CC2)cc(OC)c1OC,15%,0.82µM*,-3%
Cc1ccc(NC(=O)c2cccc(N3CCCS3(=O)=O)c2)cc1,7%,?,-2%
Cc1ccc(S(=O)(=O)N2C(=O)CCC2C(=O)Nc2ccc3c(c2)OCCO3)cc1 (stereo unspecified),4%,-12%,-4%
CC(C)(C)c1ccc(OCCC(=O)OCC(=O)NC2CCCCC2)cc1,?,-1%,3%
CCOC(=O)c1cnc2nc(N3CCOCC3)nn2c1N,-7%,1%,-1%
CCn1cc(C(=O)NCCCOC(C)C)c2cc(OC)c(OC)cc2c1=O,0%,-19%,-8%
COc1ccc(OC)c(CN(CCN2CCOCC2)S(=O)(=O)c2ccc(NC(C)=O)cc2)c1,17%,-6%,-15%
CCOC(=O)c1cnc2ccc(C(=O)OC)cc2c1NCCc1ccc(OC)c(OC)c1,2%,?,-5%
Cc1ccc2cc(CN(Cc3ccc(F)cc3)Cc3nnnn3C3CCCC3)c(=O)[nH]c2c1,-8%,29µM*,-27%
Cn1ccnc1SCC(=O)c1cccc(C(F)(F)F)c1,2%,-2%,-11%
C=Cc1ccc(Cn2c(C(=O)O)c(CNCc3ccc(F)cc3)c3ccc(C)cc32)cc1,0%,21µM*,-10%
CC(CCc1ccccc1)NC(=O)Cn1ncc2c3ccccc3n(Cc3ccccc3)c2c1=O (stereo unspecified),-8%,?,3%
CCCCOCCCNCC(=O)Nc1ccc(S(N)(=O)=O)cc1,-7%,1%,7%
COc1cccc(C(=O)Nc2ccccc2OCc2cc(=O)n3cc(C)ccc3n2)c1,-6%,-7%,-4%
Cc1cc(C)n(CCC(=O)N2CCN(S(=O)(=O)c3ccc(C)c(C)c3)CC2)n1,-9%,6%,-2%

Molecules shown so far that contain a Cl atom, in the order listed:
Compound,FEN1 inhibitor,TDP1 cell CPT,GCN5L2 inh
O=C(NCCCCNC(=O)c1cccnc1Cl)c1cccnc1Cl,-7%,10%,-4%
CC(=O)Nc1cc[n+](C(C)C(=O)c2ccc(Cl)cc2)cc1 (stereo unspecified),3%,16µM*,-8%

Filtered by structure: the entries above with fluorine (three)
Compound,FEN1 inhibitor,TDP1 cell CPT,GCN5L2 inh
Cc1ccc2cc(CN(Cc3ccc(F)cc3)Cc3nnnn3C3CCCC3)c(=O)[nH]c2c1,-8%,29µM*,-27%
Cn1ccnc1SCC(=O)c1cccc(C(F)(F)F)c1,2%,-2%,-11%
C=Cc1ccc(Cn2c(C(=O)O)c(CNCc3ccc(F)cc3)c3ccc(C)cc32)cc1,0%,21µM*,-10%

Full records, quoted from the list. Order of values: FEN1 inhibitor, TDP1 cell CPT, GCN5L2 inh
CCCCOCCCNCC(=O)Nc1ccc(S(N)(=O)=O)cc1 across the screens: -7%, 1%, 7%
Nc1ccc(S(=O)(=O)NN=CC=Cc2ccccc2[N+](=O)[O-])cc1 across the screens: 9%, ?, .
O=C(CNC(=O)c1ccccc1)Nc1ccsc1C(=O)O across the screens: -17%, -28%, -6%
Cc1cc(C)c(S(=O)(=O)N(C)CC(=O)NCCCn2ccnc2)c(C)c1 across the screens: -4%, -12%, -1%

Additional compounds:
Compound,FEN1 inhibitor,TDP1 cell CPT,GCN5L2 inh
CN(C)c1ncnc2ccc(-c3cccc(NS(C)(=O)=O)c3)cc12,.,21µM*,-16%
O=C(CSc1nnc(-c2ccccc2O)o1)NC1CCCCC1,-1%,-23%,-6%
O=C(/C=C/c1ccccc1)N(Cc1ccc(Cl)cc1)C1CCS(=O)(=O)C1 (stereo unspecified),-2%,-3%,-18%
COCC1CCCN(Cc2nc(C(c3ccccc3)c3ccccc3)no2)C1 (stereo unspecified),-15%,?,-5%
Cc1nc(SCC(=O)NC2CCS(=O)(=O)C2)c(C#N)c(C)c1C (stereo unspecified),8%,1%,-1%
CN(CCNC(=O)c1cn(C)c2ccc(S(=O)(=O)N(C)C)cc2c1=O)CCc1ccccc1,-7%,5%,-6%
O=C(Nc1cc(Cl)ccc1-n1cncn1)C1CC1,2%,-4%,-3%
O=C(O)C(Oc1ccc2c(c1)oc(=O)c1ccccc12)c1ccccc1 (stereo unspecified),-6%,9%,?
CCn1c(C)[n+](CC)c2ccc(S(=O)(=O)N(C)C)cc21,6%,-4%,2%
CCCC(=O)Nc1cc(-c2nnc(OC)c3ccccc23)ccc1N1CCOCC1,-15%,-1%,.
CC(C)CCn1c(=O)c2c(nc3n2CCCN3Cc2ccccc2)n(C)c1=O,0%,?,-1%
Cc1ccc(Nc2cc(=O)[nH]c(=O)[nH]2)cc1C,1%&-8%,?,-2%&1%
O=C(Nc1ccnc(-c2cccnc2)n1)c1ccc(Cl)cc1,-1%,-15%,-9%
CCCNc1ccc(S(=O)(=O)N(C(C)C)C(C)C)cn1,-1%,-5%,-1%
NC1=NC(=O)/C(=C/c2ccsc2)S1,-4%,-2%,-2%
O=C(Cc1ccc([N+](=O)[O-])cc1)Oc1ccccc1,-20%,8%,.
COc1ccc(/C=C2\Oc3cc(OCC(=O)N4CC(O)C[C@H]4C(=O)O)ccc3C2=O)c(OC)c1OC (stereo partly specified),-2%,2%,-8%
COc1cccc(-n2c(=O)c3c4c(sc3n(Cc3ccccc3C#N)c2=O)CCCC4)c1,1%,6%,-7%
O=C(CCCN1C(=O)c2ccccc2C1=O)Nc1ccccc1,2%,8%,-5%
O=C(CCSc1ccc(F)cc1)Nc1ccc(-n2cnnn2)cc1,5%,?,1%
Cc1ccc(OCCCCn2c(CCNC(=O)C3CCCCC3)nc3ccccc32)cc1,-1%,?,.
Cc1ccc(C(=O)CSC2=NC(N)=C(C#N)C3(CCCCC3)C2C(N)=O)cc1 (stereo unspecified),-22%,?,-4%
OC(COc1ccc(F)cc1)CN1CCN(CC(O)COc2ccc(F)cc2)CC1 (stereo unspecified),-4%,-27%,-7%
Cc1ccc(S(=O)(=O)CCC(=O)OCC(=O)Nc2cc(C)on2)cc1,-9%,-10%,0%
CCn1c(=O)c(=O)[nH]c2cc(C(=O)NCc3ccc(F)cc3)ccc21,-1%,17%,-2%
COc1ccc(Nc2ncc(C(=O)Nc3cccc(OC)c3)c3ccccc23)cc1,1%,?,-20%
CCOC(=O)c1ccc(NC(=O)c2cc3c(C)nn(-c4ccccc4Cl)c3s2)s1,13%,?,-4%
C=CCN=C1CCCc2c1[nH]c1ccc(C)cc21,-12%,9%,-14%
O=C(NC(=S)N1CCCCC1c1cccnc1)c1ccc(Br)cc1 (stereo unspecified),20%,?,-4%
CCc1ccccc1N(C)C(=O)c1cc2c(Cl)nc3ccc(C)cc3c2s1,6%,?,-1%

Next section
Compound,FEN1 inhibitor,TDP1 cell CPT,GCN5L2 inh
Cc1noc(C)c1S(=O)(=O)Nc1cccc(CO)c1,14%,8%,3%
O=S(=O)(N[C@H](CO)Cc1ccccc1)c1ccc(Br)cc1F,-10%,3%,-3%
COc1cc(NS(=O)(=O)c2ccc(C)cc2)ccc1-n1cnnn1,6%,?,-3%
COC(=O)c1cnc2c(c(C)nn2C)c1OC,1%,3%,2%
CCOc1ccc(OCC(=O)Nc2nccs2)cc1,-3%,-2%,11%
Cc1ccnc(NC(=O)CCC(=O)N(CC(=O)NC(C)(C)C)c2ccc3c(c2)OCCO3)c1,1%,-9%,-2%
CCCCN1CNC(=S)N(c2cc(C)ccc2C)C1,-1%,3%,1%
COC(=O)CCC(=O)OC,20%,-2%,0%
Cc1ccc(-c2noc(-c3ccccc3C(=O)N3CCN(C)CC3)n2)cc1,-1%,-1%,-2%
CCOc1ccc(NC(=O)COC(=O)Cc2ccc(S(=O)(=O)N3CCOCC3)s2)cc1,1%,10%,-17%
COC(=O)c1ccc(Cn2c(SCC(=O)Nc3ccc(F)cc3)nc3ccccc32)cc1,18%,?,-7%
Cc1ccccc1Cn1cc(NC(=O)CSc2nc3c(c(C(F)(F)F)n2)CCc2ccccc2-3)cn1,-18%,?,-1%
C[N+](C)(C)c1ccc(/C=N/Nc2nc(Cl)c(C#N)c(Cl)c2Cl)cc1,-7%,?,4%
O=C(Cn1c2ccc(F)cc2c2nc3n(c(=O)c21)CCS3)NC1CCCC1,-3%,14%,-1%
O=C(NCCCN1CCN(c2ccccc2F)CC1)Nc1ccc(F)cc1,0%,?,0%
Cc1ccc(-n2nc(C)c3c(C(=O)NCc4ccc(F)cc4)cc(C)nc32)cc1,2%,-4%,5%
Cc1ccnc(S(=O)(=O)Cc2ccc([N+](=O)[O-])cc2)n1,2%,4%,?
CN(C)c1ccc(C(CNC(=O)c2ccco2)N2CCCC2)cc1 (stereo unspecified),-12%,2%,-24%
COCC(C)n1c(SCc2cc(=O)n3cc(C)ccc3n2)nc2ccccc2c1=O (stereo unspecified),-5%,?,-6%
CCCN(CCC)c1nc(N)nc(C#N)n1,7%,?,.
S=C(NCCN1CCOCC1)Nc1ccc(Br)cc1,0%,-20%,1%
Cc1cccc(NC(=S)NC2CCCCCC2)c1C,2%,21µM*,-1%
CC1CCCCC12NC(=O)N(CC(=O)NCCc1ccc(F)cc1)C2=O (stereo unspecified),-8%,5%,-1%
CCOC(=O)C(=O)Nc1nnc2n1CCS2,-18%,9%,-9%
CC(Nc1ccc(S(=O)(=O)N2CCN(C)CC2)cc1[N+](=O)[O-])c1ccccc1 (stereo unspecified),-3%,16µM*,-4%
O=C(COC(=O)c1cc(Cl)ccc1O)NCC1CCCO1 (stereo unspecified),-6%,-8%,-5%
CCCCC(CC)COC(=O)C(C#N)=C(c1ccccc1)c1ccccc1 (stereo unspecified),-1%,?,?
CN(CC(=O)Nc1cccc(F)c1)C(=O)C1CCN(C(=O)c2ccc(Cl)cc2)CC1,-5%,-16%,1%
COc1cc(S(=O)(=O)n2ccc(C)n2)ccc1Cl,-3%,-13%,-17%
O=S(=O)(NCC(c1ccccc1)N1CCNCC1)c1ccc(Cl)cc1 (stereo unspecified),-18%,?,-7%
c1ccc2c(c1)Cn1nnnc1-2,2%,-1%,2%

Source: PubChem BioAssay
